# FID counter = counter-screen for HCV NS3 helicase inhibitors: DNA intercalator displacement; DNA fluorescent intercalator displacement, fluorescence; AID 1845; 290,000 compounds, 0.17% hits; inhibition, % at 7.9 µM; in the data active means inhibition above about 37%;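 further: 0% = vehicle and 100% = reference compound; higher means more ethidium bromide displaced from hairpin DNA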
# SUMO HTRF inh = inhibitors of human SUMOylation (UBC9). 290,000 compounds, 0.36% hits. P63279. AID 2006. inhibition, % at 35 µM. HTRF SUMOylation assay, SAE1/SAE2 + UBC9, in vitro; in the data active means inhibition above about 50%, passing the limit was not always enough; further: strong numbers were not always called active
# Target sequence (P63279 whole entry, looked up): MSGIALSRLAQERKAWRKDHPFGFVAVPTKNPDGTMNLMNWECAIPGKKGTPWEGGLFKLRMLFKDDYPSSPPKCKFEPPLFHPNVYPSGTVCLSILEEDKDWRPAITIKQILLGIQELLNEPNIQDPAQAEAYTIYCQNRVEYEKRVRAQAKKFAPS
# pCIP destab = lowers stability of the mouse p/CIP coactivator protein; decrease of EGFP signal, % at 10 µM; 290,000 compounds, 0.01% hits; F442A p/CIP-EGFP cells, EGFP fluorescence, 16 h; Q05BA5; AID 1984;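 active means EGFP signal decrease of at least 30% at 10 µM or well 3 SD below plate mean, unless failing retest; inactive means the rest, including hits failing retest or dose response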; further: some compounds called inactive have numbers as strong as hits; many of its hits are not listed in these tables
# MEKK3 PB1 HTS = raises or lowers MEK5 binding to the human MEKK3 PB1 domain | Q99759 | bead-based flow cytometry, Alexa488-MEK5 binding to MEKK3; actives lie on both sides; 0 = blocked by unlabeled MEK5, 100 = vehicle | binding response (% of control), % at 10 µM | 290,000 compounds, 1.4% hits | AID 1529;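 active means binding response more than 3 SD above or below the average of its plate-row segment, actives on both sides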;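 further: Alexa488 bead fluorescence after subtracting the streptavidin-only scavenger bead signal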
# Target sequence (Q99759 whole entry, looked up, the tested form may be a part): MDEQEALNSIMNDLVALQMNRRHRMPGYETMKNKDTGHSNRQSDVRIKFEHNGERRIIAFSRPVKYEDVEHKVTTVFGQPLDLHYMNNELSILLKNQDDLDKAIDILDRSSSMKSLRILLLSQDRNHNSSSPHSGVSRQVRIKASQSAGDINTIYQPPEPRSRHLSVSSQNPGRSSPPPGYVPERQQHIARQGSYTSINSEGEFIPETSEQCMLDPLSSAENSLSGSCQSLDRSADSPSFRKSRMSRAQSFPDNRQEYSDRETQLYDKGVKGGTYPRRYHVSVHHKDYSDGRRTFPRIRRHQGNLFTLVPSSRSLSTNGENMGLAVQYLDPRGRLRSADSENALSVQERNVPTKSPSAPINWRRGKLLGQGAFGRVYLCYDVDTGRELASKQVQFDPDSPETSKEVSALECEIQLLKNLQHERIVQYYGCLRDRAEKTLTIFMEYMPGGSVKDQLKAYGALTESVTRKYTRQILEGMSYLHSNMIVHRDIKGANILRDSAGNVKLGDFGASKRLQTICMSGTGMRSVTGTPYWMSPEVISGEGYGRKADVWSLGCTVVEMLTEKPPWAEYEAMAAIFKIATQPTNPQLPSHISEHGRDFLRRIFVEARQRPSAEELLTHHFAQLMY
# PHOSPHO1 block = inhibitors of human PHOSPHO1 phosphatase | recombinant PHOSPHO1, absorbance phosphatase assay | inhibition, % at 13.3 µM | 290,000 compounds, 1.1% hits; in the data active means inhibition above about 60%
# Target sequence (Q8TCT1 whole entry, looked up): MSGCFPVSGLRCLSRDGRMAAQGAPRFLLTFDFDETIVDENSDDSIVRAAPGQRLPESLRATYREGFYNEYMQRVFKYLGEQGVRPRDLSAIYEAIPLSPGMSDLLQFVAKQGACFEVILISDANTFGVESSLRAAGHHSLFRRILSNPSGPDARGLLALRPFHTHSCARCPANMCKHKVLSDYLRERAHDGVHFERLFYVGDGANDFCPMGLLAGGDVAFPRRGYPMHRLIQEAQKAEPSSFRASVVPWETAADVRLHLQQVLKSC
# IMP-1 inhibitor = inhibitors of Pseudomonas aeruginosa IMP-1 metallo-beta-lactamase | purified IMP-1, nitrocefin hydrolysis, epi-absorbance fluorescence | inhibition, % at 5.6 µM | 290,000 compounds, 0.45% hits | AID 1556;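 active means inhibition above the mean plus 3 SD of all compounds in the same screening run, cut at about 4.5% in these data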;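 further: 0% = IMP-1 with DMSO and 100% = DMSO wells lacking enzyme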
#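 Assay system: purified recombinant IMP-1 beta-lactamase. Input: IMP-1 0.2 nM before substrate addition. Buffer or medium: Zinc- and detergent-supplemented HEPES buffer, pH 7.1. Schedule: 25 °C, 15 min preincubation, 25 min reaction. Signal: Epi-absorbance fluorescence, 480 nm excitation, 530 nm emission. Evaluation: percent inhibition from optical density relative to buffer-blank wells.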
# VIM-2 inhibitor = inhibitors of Pseudomonas aeruginosa VIM-2 metallo-beta-lactamase; 290,000 compounds, 0.89% hits; purified VIM-2, nitrocefin hydrolysis, epi-absorbance fluorescence; inhibition, % at 5.6 µM; AID 1527;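 active means inhibition above the mean of all tested compounds plus 3 SD, cutoff set per screening run, cut at about 7.5% in these data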;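 further: red hydrolysis product quenches plate fluorescence so inhibitors raise well fluorescence; 0% = enzyme with DMSO and 100% = DMSO without enzyme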
# NS3 helicase inh = blocks Hepatitis C virus NS3 helicase unwinding; 290,000 compounds, 0.56% hits; AID 1800; inhibition, % at 10.9 µM; NS3 helicase DNA unwinding, Cy5 molecular beacon fluorescence;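 active means inhibition above the mean of all tested compounds plus 3 SD, set per campaign, cut at about 35% in these data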;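 further: 0% = DMSO wells and 100% = thioflavine S control wells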
#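 Control set: DMSO versus 110 µM thioflavine S; Material: NS3 helicase fragment of HCV; Measured by: Cy5 fluorescence at 0 and 60 min, beacon hairpin quenching; Read-out basis: percent inhibition from t60/t0 fluorescence ratio; Times: reaction time 60 min, 25 °C; Repeats: single replicate; Compound dosing: single dose, 10.9 µM nominal final, DMSO 0.8% final.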
# IDE act = IDE (human) activation, cell-based; HEK cells, FAbeta-B cleavage, fluorescence polarization; 0% vehicle, 100% cell-free pure enzyme wells; P14735; 340,000 compounds, 0.073% hits; activation, % at 5.96 µM;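 active means activation above the mean of all tested compounds plus 3 SD, set per screening campaign, cut at about 17% in these data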
# Active calls of the source: *; x = not tested or not shown. Only part of the results is shown, so the mix of outcomes need not match the whole.
cpd	mol	FID counter	SUMO HTRF inh	pCIP destab	MEKK3 PB1 HTS	PHOSPHO1 block	IMP-1 inhibitor	VIM-2 inhibitor	NS3 helicase inh	IDE act
1	COC(=O)c1ccc(NC(=O)CSc2nncn2-c2cccnc2)cc1	-13.2	11.0	-8.0	99.0	30.4	-2.0	-2.4	-1.4	2.2
2	Cc1ccc(C23CC4CC(CC(NC(=O)NN)(C4)C2)C3)cc1	-25.4	-13.1	-6.7	101.0	22.2	-2.7	-3.4	-1.6	7.1
3	COc1cccc(C(O)c2nc3ccccc3n2C)c1 (stereo unspecified)	-5.2	18.2	-4.0	104.0	19.1	-2.1	-0.2	3.7	-1.9
4	COc1ccc(Nc2nc3nonc3nc2N2CCCCC2)cc1	-2.6	15.9	-10.3	106.0	24.0	-3.0	-2.3	-2.3	-0.7
5	O=C(COC(=O)c1n[nH]c2ccccc12)c1cc(F)ccc1F	-9.6	13.1	-8.9	98.0	0.6	-2.5	0.6	-5.0	0.6
6	CCOC(=O)COc1cccc2c(=O)n(CC(=O)N3CCCc4ccccc43)ccc12	-30.4	-7.9	-0.4	98.0	2.0	-2.9	-1.9	-4.9	4.6
7	COc1ccc2[nH]c3ccc(OC)cc3c2c1	5.8	21.7	2.2	112.0	23.9	1.0	1.6	-14.0	-0.8
8	CN(C)S(=O)(=O)c1cccc(C(=O)OCC(=O)N2CCCC2=O)c1	-3.3	2.8	9.2	102.0	38.1	-1.0	-0.2	2.5	-0.5
9	COc1ccc(C(CNC(=O)Cc2c(F)cccc2Cl)N2CCCCC2)cc1 (stereo unspecified)	2.5	3.1	2.9	104.0	-3.0	-1.7	-1.5	14.4	1.6
10	COc1ccc(-c2onc(C)c2-c2ccccc2)c(O)c1	-15.5	-9.7	-7.7	106.0	8.6	-3.6	-8.9	-5.6	6.7
11	CC(=O)c1ccc(OCc2cc(C(=O)N3CCCCC3c3cccnc3)no2)cc1 (stereo unspecified)	-34.8	7.3	3.3	99.0	41.4	-1.6	-1.4	-3.0	0.2
12	Cc1onc(-c2ccccc2)c1C(=O)N/N=C/c1cccc(O)c1	-1.0	-5.7	-15.9	125.0	-4.5	-0.8	-3.7	12.6	-0.3
13	CCN(C(=O)CN1C(=O)COc2ccc(S(=O)(=O)N3CCCCCC3)cc21)c1cccc(C)c1	-57.6	-5.3	-11.1	99.0	42.6	-2.1	-2.0	-12.3	8.1
14	COc1cc(C(=O)NCCCn2ccnc2)cc(OC)c1OC	17.3	0.5	-13.0	104.0	45.4	-0.5	-0.4	10.3	2.0
15	N#CC(c1nc2ccccc2nc1N1CCCC1)S(=O)(=O)c1ccccc1 (stereo unspecified)	-3.6	99.2	-21.3	90.0	33.1	-1.5	-3.4	6.5	1.8
16	Cc1ccc(-c2ccc(/C=N/NC(=S)Nc3ccccc3)o2)cc1[N+](=O)[O-]	6.1	-19.0	4.7	94.0	-5.3	-2.7	-1.2	0.2	7.5
17	CN1CCN(C(c2cccc(C(F)(F)F)c2)c2nnnn2C(C)(C)C)CC1 (stereo unspecified)	8.0	-17.4	2.7	93.0	-20.9	-1.9	-1.6	-7.2	-0.7
18	O=C(Nc1cccc2ncccc12)c1ccccc1Cl	-10.0	7.8	-18.3	103.0	-28.4	-0.6	-1.2	25.9	3.6
19	COc1cccc(C(=O)COC(=O)c2ccc(NC(=O)c3ccccc3)cc2)c1	0.6	x	x	104.0	x	-0.5	0.7	-7.9	2.8
20	COc1ccc(C(=O)/C=C/Nc2cc(C)on2)cc1	-9.9	2.0	3.3	x	-6.8	-4.8	-6.4	-0.4	-4.9
21	CCCCCn1c(=O)[nH]c2cc(C(=O)N3CCN(CC)CC3)ccc2c1=O	1.1	0.1	0.5	100.0	-7.4	-1.5	-0.9	0.9	-0.7
22	Cc1cc(Oc2ccccc2)nc(N)n1	-1.9	1.1	-6.3	99.0	6.9	-1.3	-2.3	-4.5	4.1
23	Cc1noc(C)c1-c1nc(CSc2ccc(Cl)cc2)no1	-1.3	28.9	-1.4	100.0	33.4	-1.0	0.1	7.3	3.5
24	Cn1c(Cn2c(=O)sc3ccccc32)nnc1SCC(=O)Nc1ccccc1F	-10.2	14.5	-9.4	103.0	4.9	-2.7	-3.0	8.3	1.8
25	Cc1ccccc1NC(=O)COc1ccccc1C	-8.9	1.2	3.6	100.0	x	-1.2	2.0	0.1	3.4
26	Cc1ccc(-n2cc(CN(C)Cc3nccn3C)c(-c3cccc(C)c3)n2)cc1	8.1	-2.0	-11.3	103.0	9.5	-4.0	-2.4	-62.5	7.3
27	CCOC(=O)c1cc(C#N)c(Oc2ccccc2)nc1-c1ccccc1	-20.0	-8.4	-0.9	101.0	-6.1	-2.0	0.1	-12.5	1.4
28	CCN1CCN(CCNC(=O)c2ccc3c(c2)N(Cc2ccc(F)cc2)C(=O)/C(=C/c2ccccc2)S3)CC1	30.9	3.7	8.1	118.0	-18.8	-0.1	-0.2	-87.7	17.0
29	C=CCN1C(=O)S/C(=C\c2ccc(N3CCOCC3)cc2C)C1=O	-2.3	20.0	-12.2	101.0	-1.3	-1.2	-2.9	-5.6	1.7
30	COC(=O)C(C)NC(=O)C12CC3CC(C1)CC(c1ccc(C)cc1)(C3)C2 (stereo unspecified)	-36.9	-12.5	6.2	107.0	9.7	-3.4	-2.1	-8.6	2.9

# Excerpt, nos. 8 to 12
cpd	mol	FID counter	SUMO HTRF inh	pCIP destab	MEKK3 PB1 HTS	PHOSPHO1 block	IMP-1 inhibitor	VIM-2 inhibitor	NS3 helicase inh	IDE act
8	CN(C)S(=O)(=O)c1cccc(C(=O)OCC(=O)N2CCCC2=O)c1	-3.3	2.8	9.2	102.0	38.1	-1.0	-0.2	2.5	-0.5
9	COc1ccc(C(CNC(=O)Cc2c(F)cccc2Cl)N2CCCCC2)cc1 (stereo unspecified)	2.5	3.1	2.9	104.0	-3.0	-1.7	-1.5	14.4	1.6
10	COc1ccc(-c2onc(C)c2-c2ccccc2)c(O)c1	-15.5	-9.7	-7.7	106.0	8.6	-3.6	-8.9	-5.6	6.7
11	CC(=O)c1ccc(OCc2cc(C(=O)N3CCCCC3c3cccnc3)no2)cc1 (stereo unspecified)	-34.8	7.3	3.3	99.0	41.4	-1.6	-1.4	-3.0	0.2
12	Cc1onc(-c2ccccc2)c1C(=O)N/N=C/c1cccc(O)c1	-1.0	-5.7	-15.9	125.0	-4.5	-0.8	-3.7	12.6	-0.3

# The list continues:
cpd	mol	FID counter	SUMO HTRF inh	pCIP destab	MEKK3 PB1 HTS	PHOSPHO1 block	IMP-1 inhibitor	VIM-2 inhibitor	NS3 helicase inh	IDE act
31	Fc1ccc2[nH]c3c(N4CCc5ccccc5C4)ncnc3c2c1	0.6	18.4	-36.9	104.0	27.3	-0.1	0.4	-13.1	x
32	O=C(c1ccccc1F)N1CCN(c2ncccn2)CC1	-2.4	20.7	-9.7	104.0	36.6	-3.7	-4.2	-9.1	-4.4
33	COc1cccc2cc(CC(=O)c3ccc(C)c(C)c3)c(=O)oc12	-25.2	4.9	-7.6	104.0	x	-0.8	1.2	3.4	0.8
34	Cc1ccccc1-n1nnnc1SCc1ncc(-c2ccccc2)o1	-13.8	-3.7	-2.9	x	0.9	-5.5	-5.2	0.2	-0.8
35	Cc1nc(NC(=O)CN2CCCCC2)sc1C(=O)N(C)C	-14.6	15.3	-5.6	98.0	34.0	-3.1	-2.5	-7.6	-2.7
36	OCCC1CN(Cc2cnc(-c3cccc4ccccc34)nc2)CCN1C1CCCCC1 (stereo unspecified)	9.6	22.3	-13.9	110.0	32.2	-2.5	-1.2	-11.5	1.0
37	COc1ccc(CCNC(=O)CSCC(=O)Nc2ccccc2)cc1OC	-11.4	5.1	-8.3	105.0	-111.4	-0.1	-0.4	4.9	6.0
38	CCCOc1ccc(Cn2c(=O)oc3ccc(C)cc32)cc1OC	-26.5	-12.1	-7.8	95.0	-7.1	-2.3	-3.0	-7.1	1.1
39	Cn1c(=O)c2c(nc(CN3CCc4ccccc4C3)n2Cc2ccccc2F)n(C)c1=O	-10.9	-4.2	4.9	104.0	7.1	-4.7	-3.1	-5.3	1.2
40	O=C(Nc1ccccc1)N(CCCN1CCOCC1)Cc1cccs1	-0.4	7.2	-14.6	98.0	4.3	-2.6	-2.4	-5.4	1.2
41	Cc1ccccc1NC(=S)NCc1ccco1	0.2	2.7	-0.9	103.0	-6.9	-3.4	0.3	5.7	2.2
42	COc1cc2[nH]c(=O)n(Cc3ccc(C(=O)NCC4CCCO4)cc3)c(=O)c2cc1OC (stereo unspecified)	-9.3	21.4	-5.3	x	6.8	-2.5	-2.5	-0.5	0.3
43	C=CCn1c(Cc2csc(N)n2)nnc1SCC(=O)Nc1ccccc1C(F)(F)F	-16.7	15.7	-0.9	96.0	8.5	-0.4	-3.3	1.2	-3.4
44	CC1C=CCC2C(=O)N(c3ccc(Cl)cc3O)C(=O)C12 (stereo unspecified)	-2.4	17.3	-1.3	98.0	-0.3	1.1	0.4	-1.3	1.8
45	Cc1ccccc1-c1nnc(SCC#N)o1	-0.9	14.4	-0.1	95.0	4.9	-1.6	-1.5	-3.6	6.4
46	COC(=O)c1ccccc1NC(=O)c1cc2nc(C3CC3)cc(C(F)(F)F)n2n1	-4.3	-0.7	2.5	104.0	-31.6	-1.2	-1.9	14.4	5.9
47	C/C(=N\NC(N)=O)c1ccccc1Cl	-3.0	1.7	-7.5	62.0	51.9	0.5	0.7	10.1	7.9
48	CN1C(=O)c2cccc3c(Cl)ccc(c23)C1=O	4.7	20.8	-4.5	86.0	9.4	-0.1	0.4	7.4	-0.2
49	CC(C)=NNc1nc2c(c(=O)[nH]c(=O)n2C)n1CCCc1ccccc1	-23.1	-2.9	-12.3	93.0	15.6	-0.1	-3.0	32.6	5.8
50	O=C(c1ccccc1)c1ccc(N2CCCC2)cc1	-13.7	14.5	-1.0	100.0	-3.5	-2.2	-1.1	19.1	0.2
51	Cc1nc2sccn2c(=O)c1S(=O)(=O)Nc1ccc(N2CCOCC2)c(Cl)c1	-6.8	7.8	0.7	102.0	12.3	-1.9	-1.6	5.3	1.2
52	Cn1c(SCC(=O)NC(C)(C)C)nc(O)cc1=O	-21.2	22.7	-16.4	99.0	-8.1	-0.3	2.5	1.8	2.6
53	Cc1ccc(-c2cc([C@H]3[C@@H]4C=CCC[C@@]4(C)C(=O)N3Cc3ccccc3)ccc2F)cc1	x	-3.9	-1.7	86.0	13.3	x	x	x	4.9
54	Cc1cccc(C)c1N(CC(=O)N1CCN(C)CC1)S(C)(=O)=O	1.0	8.5	-4.4	96.0	-40.4	-1.1	-0.4	-0.3	1.6
55	Oc1ccc(Oc2ncc(Cl)cc2Cl)cc1	0.1	-19.1	1.3	95.0	3.7	-2.1	-4.1	1.7	3.1
56	COc1cc(/C=N/NC(=O)NC23CC4CC(CC(C4)C2)C3)ccc1OCC(N)=O	-37.7	-8.2	1.4	102.0	24.2	-2.1	-0.5	-4.7	2.1

# Compound activity as filed in PubChem.
